ELG1 genotoxic – genotoxicity induction in ELG1-luciferase HEK293T cells; HEK293T ELG1-luciferase reporter, luminescence, 16 h; Potency, µM (doses to about 46 µM), without a hit: top-dose activity change, positive = activation, usual class: activators; 330,000 tested, 1.3% active; AID 504466; note: potency is the fitted concentration of half-maximal effect; % of control where 0% means no effect; nearly all actives have a fitted effect of over 60% in size
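Reporter readout depends on ELG1 protein level, which increases with genetic stress. After 16 hr compound exposure at 37 °C, luciferase activity was quantified using ONE-Glo.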
Gal4-VP16 FLuc – counter-screen for ROR gamma inhibitors: Gal4-VP16 reporter; Drosophila S2 Gal4-VP16 UAS-luciferase, luminescence, 20 h; Potency, µM (doses to about 53.6 µM), without a hit: at the highest dose activity, negative = inhibition, usual class: inhibitors; 310,000 tested, 3.5% active; AID 2546;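 note: Gal4-VP16 expression switched on by copper sulfate through the metallothionein promoter; potency is the fitted concentration of half-maximal effect; % is set by controls: 0 for no effect and ±100 for the full control effect; nearly all actives have a fitted effect of over 50% in size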
PKM2 act – increases activity of human pyruvate kinase M2; 260,000 tested, 0.34% active; Potency, µM (highest dose often 57.5 µM), without a hit: top-dose activation, actives largely listed as activators; P14618; AID 1631; purified PKM2, Kinase-Glo ATP luminescence, activation; response scale: 0% is enzyme alone, no compound; note: potency is the fitted concentration of half-maximal effect; % is set by controls: 0 for no effect and ±100 for the full control effect; nearly all actives have a fitted effect of over 55% in size
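Purified hPK-M2 (>95% pure) converted ADP (0.1 mM final) to ATP with 0.5 mM PEP in 50 mM imidazole pH7.2, KCl, MgCl2, Tween 20, BSA; 1 h at room temperature. ATP detected by Kinase-Glo luminescence.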
p53 reactivator – restores transcriptional activity of mutant p53; H1299 p53-A138V BP100-luciferase reporter, luminescence, 24 h; Potency, µM (series often up to 92.2 µM), without a hit: at the highest dose activity change, positive = activation, usual class: activators; 320,000 tested, 0.063% active; note: potency is the fitted concentration of half-maximal effect; % of control where 0% means no effect; nearly all actives have a fitted effect of over 45% in size
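H1299 (p53-null), stable ts p53-A138V + BP100-Luc; 1000 cells/well, Opti-MEM/10% FBS; cpd 4 pt, 1:5; 24 h, 37 deg C, 5% CO2; detection reagent 10 min RT; luminescence.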
FLuc modulator – firefly luciferase modulation, counter-screen for miR-21 project; P08659; 360,000 tested, 6.9% active; purified FLuc, Km substrates, luminescence inhibition; Potency, µM (series often up to 57.5 µM), inactives show at the top dose activity change, negative = inhibition, most hits filed as inhibitors;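 note: potency is the fitted concentration of half-maximal effect; plate controls were vehicle for no effect and reference inhibitor for full effect; nearly all actives have a fitted effect of over 55% in size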
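Biochemical qHTS of compounds, final roughly 60 µM downward over six points, against 10 nM purified firefly luciferase using Km concentrations of substrates (10 uM D-luciferin, 10 uM ATP) in Tris acetate pH 7.5 buffer; luminescence output.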
Rab9 prom act – Rab9 promoter activation | Huh7 Rab9 promoter-luciferase reporter, luminescence, 24 h | Potency, µM (highest dose often 9.22 µM), for the others: at the top dose activation, negative = inhibition, hits mostly activators | 320,000 tested, 2.8% active; note: potency is the fitted concentration of half-maximal effect; % of control where 0% means no effect; nearly all actives have a fitted effect of over 60% in size
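Luminescence from Amplite-detected luciferase (10 minutes, ambient) reports Rab9 promoter activation. Before that, stable Rab9-luciferase Huh7 cells (1500/well, reduced-serum OP-MEM I plus 10% FBS) were exposed to compound for 24 hours at 37C.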
Giardia kill – Giardia lamblia killing | Giardia lamblia trophozoite viability | activity change, % at 7.66 µM, hits read low | 340,000 tested, 0.15% active | AID 540267; in the data active = activity change below about -80%; inconclusive = between about -30% and that limit;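 note: parasites exposed to compound for two days anaerobically before the ATP read; % is set by controls: 0 for no effect and ±100 for the full control effect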
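ATP-content bioluminescence gauges trophozoite survival. Cells (100/well) receive compound and incubate anaerobically for 48 hrs at 37 deg C; detection reagent follows for 15-30 min at room temperature.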
BRCA1 expr act – BRCA1 expression activation | MCF7-BRCA1-FFLuc reporter, luminescence, 48 h; response scale: scaled: vehicle 0%, 10 µM genistein 100% | Potency, µM (doses to about 46.1 µM), without a hit: at the highest dose activation, most hits filed as activators | 380,000 tested, 1.1% active; note: potency is the fitted concentration of half-maximal effect; nearly all actives have a fitted effect of over 80% in size; some results filed as inactive show a strong effect at the top dose
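MCF7 cells carrying a BRCA1-firefly luciferase reporter (2000 cells/well, phenol-red free MEM) were attached for 2 h at 37 °C, then given compounds for 48 h. Luminescence was read 15 min after luciferase reagent; activity normalized to genistein (10 microM) and DMSO.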
RORg inh – inhibitors of mouse ROR gamma transcriptional activity | 310,000 tested, 5.4% active | Potency, µM (doses to about 53.6 µM), without a hit: at the top dose activity change, negative = inhibition, hits mostly inhibitors | AID 2551 | Drosophila S2 Gal4-RORgamma UAS-luciferase reporter, 20 h; note: potency is the fitted concentration of half-maximal effect; % is set by controls: 0 for no effect and ±100 for the full control effect; nearly all actives have a fitted effect of over 60% in size
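A Gal4/UAS one-hybrid system in insect cells: metallothionein-promoter Gal4–ROR gamma fusion plus Photinus luciferase reporter. Copper sulfate 700 uM final, 20 hr ambient incubation, luminescent detection after 10 min with reagent.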
Menin MLL FP TR – menin-MLL binding inhibition, Texas Red mutant peptide. Menin + Texas Red MLL mutant peptide, fluorescence polarization. O00255. AID 1768. Potency, µM (top dose mostly 61.6 µM), inactives show at the highest dose FP activity change, negative = inhibition, actives largely listed as inhibitors. 270,000 tested, 0.23% active; active = well fitted inhibition curve with a large enough effect in the polarisation, with a control signal flat, not every such curve was filed as active; inconclusive = small, poorly fitted or top-dose-only effect, or effect the other way, or a change in a side signal; inactive = no such curve, though single readings can be large or run the other way; the % refers to the polarisation; note: potency is the fitted concentration of half-maximal effect; % of control where 0% means no effect; many of its hits are not listed in these tables
Target sequence (O00255 whole entry, looked up): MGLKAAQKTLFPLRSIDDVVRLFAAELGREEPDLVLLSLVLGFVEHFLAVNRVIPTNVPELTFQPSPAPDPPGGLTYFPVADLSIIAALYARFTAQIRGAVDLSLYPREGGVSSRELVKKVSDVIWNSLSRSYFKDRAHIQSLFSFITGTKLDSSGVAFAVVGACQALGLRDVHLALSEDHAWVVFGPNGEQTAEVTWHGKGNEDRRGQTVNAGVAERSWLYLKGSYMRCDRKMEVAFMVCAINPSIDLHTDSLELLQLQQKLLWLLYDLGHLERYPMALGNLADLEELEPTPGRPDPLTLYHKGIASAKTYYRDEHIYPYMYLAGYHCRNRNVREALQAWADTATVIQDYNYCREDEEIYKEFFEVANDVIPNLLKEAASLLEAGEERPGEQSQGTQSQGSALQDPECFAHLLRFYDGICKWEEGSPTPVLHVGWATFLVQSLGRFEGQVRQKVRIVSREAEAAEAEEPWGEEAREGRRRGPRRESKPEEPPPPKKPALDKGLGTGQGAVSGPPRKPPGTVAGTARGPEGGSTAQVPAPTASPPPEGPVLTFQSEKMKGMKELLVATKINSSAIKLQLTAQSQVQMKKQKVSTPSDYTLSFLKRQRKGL
NPC1 prom act – activators of NPC1 promoter; Potency, µM (series often up to 9.22 µM), inactives show at the highest dose activation, usual class: activators; AID 485313; Huh7 NPC1 promoter luciferase reporter, 24 h; 320,000 tested, 2.4% active;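 note: potency is the fitted concentration of half-maximal effect; % of control where 0% means no effect; nearly all actives have a fitted effect of over 60% in size; reporter is driven by a mutant NPC1 promoter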
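Quantitative HTS used a cell-based reporter: Huh7 cells stably bearing the NPC1 promoter upstream of luciferase were treated with compounds for 24 h, and promoter activation was read as luminescence.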
* hit, by the source's call; ? = inconclusive; . = no result given; [ ] = dose if it differs, or a comment. Unless noted, calls come from the whole dose curve; as a rule, active = well fitted curve in the direction sought with a large enough effect; inconclusive = small, poorly fitted or top-dose-only effect, or another doubt; inactive = no such curve, though single readings can be large; an effect the other way counts as inactive or inconclusive. A portion of the library; rates above refer to the full screens.

SMILES	ELG1 genotoxic	Gal4-VP16 FLuc	PKM2 act	p53 reactivator	FLuc modulator	Rab9 prom act	Giardia kill	BRCA1 expr act	RORg inh	Menin MLL FP TR	NPC1 prom act
CCC1C(=O)NCCN1C(=O)c1ccc2nc(Cc3cccc(Cl)c3)oc2c1 (configuration not stated)	-6%	3%	2%	-1%	-3%	-2%	-3	0%	4%	2%	0%
O=C(Nc1ccc2c(c1)nc1n2CCOC1)c1ccco1	?	-8%	-3%	17%	13µM*	4µM*	-23	5%	-45%	2%	1.3µM*
CCOc1ccccc1N1CCN(C(=O)c2cc(-c3cc(OC)ccc3OC)nc3ccccc23)CC1	-22%	3%	1%	-11%	-16%	2%	?	-47%	0%	.	-3%
Cc1ccc(S(=O)(=O)[N-]c2nc3ccccc3nc2-n2cc[n+](CCC(C)C)c2)cc1	-7%	-2%	-10%	0%	-1%	-1%	-2	-13%	-4%	?	0%
Cc1nnsc1SCCNC(=O)c1ccc(F)cc1	-2%	25%	0%	4%	0%	-4%	-18	6%	-8%	-1%	3%
Cc1cc(C(=O)N2CCCC(N3CCN(c4ccc(F)cc4)CC3)C2)c(C)o1 (configuration not stated)	-1%	-5%	.	-10%	2%	-2%	-8	0%	10%	-13%	-2%
O=C(O)CSCCc1ccccn1	0%	-2%	2%	-3%	-1%	-5%	0	0%	3%	-7%	-1%
COCCn1c(=O)[nH]c(=O)c2c1nc(-c1cc(Br)c3c(c1)OCO3)n2Cc1ccccc1	5%	-4%	0%	-4%	-1%	2%	13	-21%	0%	-15%	-3%
COc1ccc(C(CNC(=O)C(C)c2ccc3cc(OC)ccc3c2)N(C)C)cc1 (configuration not stated)	5%	6%	-4%	-6%	3%	-2%	-12	13%	-18%	-24%	-1%
O=S(=O)(Nc1nc2ccccc2nc1Cl)c1cccc(C(F)(F)F)c1	-13%	-7%	1%	?	?	-6%	-1	-22%	?	?	3%
O=C(CCCSc1nc2ccccc2[nH]1)NCc1ccccc1	0%	0%	0%	-7%	-1%	-1%	-4	-3%	12%	-10%	7%
Cc1nc(-c2ccccc2)sc1C(=O)Nc1ccccc1F	5%	?	.	13%	?	24%	-3	8%	26%	31%[activator]	4%
Cc1ccc(C)c(NC(=O)COC(=O)CCNC(=O)c2ccco2)c1	0%	.	.	3%	5%	-5%	-25	1%	.	.	1%
Cc1ccccc1-n1c([C@@H]2C[C@H]2c2ccccc2)n[nH]c1=S	-2%	?	0%	-2%	-1%	-3%	-7	1%	5µM*	.	-8%
O=C(COC(=O)c1c2c(nc3ccccc13)CCCC2)Nc1ccc2c(c1)OCO2	-11%	-10%	1%	-11%	?	-3%	6	-51%	21%	?	1%
Cc1ccc(Nc2nc(NCC3CCCO3)nc(N)c2[N+](=O)[O-])cc1 (configuration not stated)	0%	?	-3%	-8%	4%	2%	26	-16%	-16%	6%	-1%
Cc1cc2oc(C(=O)Nc3c(C)n(C)n(-c4ccccc4)c3=O)c(C)c2cc1Cl	-3%	-8%	1%	-6%	3%	-6%	20	-54%	0%	-3%	-2%
CC1CCc2sc(C(=O)NN)cc2C1 (configuration not stated)	-4%	-9%	-12%	14%	?	7%	-14	-9%	26%	-5%	5%
CCn1cc(C(=O)O)c(=O)c2cc(F)c(N3CCN(C(=S)NC(=O)c4cccc(C)c4)CC3)cc21	-3%	?	0%	-4%	1%	-3%	-13	35%	?	.	-4%
Cc1c(NC(=O)c2c([N+](=O)[O-])cnn2C)c(=O)n(-c2ccccc2)n1C	4%	5%	.	1%	1%	-1%	36[activator]	2%	1%	?	2%
COC(=O)c1sc2nc(SCc3cccc(Cl)c3)n(N)c(=O)c2c1C	-1%	-3%	-1%	-13%	0%	-9%	6	-23%	30%	-1%	0%
O=C(/C=C/c1cccc([N+](=O)[O-])c1)N1CCN(Cc2ccccc2)CC1	0%	0%	-3%[11.5 µM]	15%	-10%	4%	2	39%	?	-2%	13%
Cc1nc(SCC(=O)NC2CC2)c2c(C)c(C)sc2n1	-6%	4%	0%	-14%	1%	3%	-24	11%	2%	-17%	-3%
CN1/C(=C/C(=O)c2cccs2)Sc2ccccc21	1.3µM*	?	-38%	?	1.2µM*	-21%	.	.	?	3%	5%
CC(=O)Nc1ccc(N=Nc2ccc(O)cc2)cc1	?	-5%	-5%	?	11µM*	3.5µM*	-20	?	?	23%	?

Structural class: the compounds so far with fluorine
SMILES	ELG1 genotoxic	Gal4-VP16 FLuc	PKM2 act	p53 reactivator	FLuc modulator	Rab9 prom act	Giardia kill	BRCA1 expr act	RORg inh	Menin MLL FP TR	NPC1 prom act
Cc1nnsc1SCCNC(=O)c1ccc(F)cc1	-2%	25%	0%	4%	0%	-4%	-18	6%	-8%	-1%	3%
Cc1cc(C(=O)N2CCCC(N3CCN(c4ccc(F)cc4)CC3)C2)c(C)o1 (configuration not stated)	-1%	-5%	.	-10%	2%	-2%	-8	0%	10%	-13%	-2%
O=S(=O)(Nc1nc2ccccc2nc1Cl)c1cccc(C(F)(F)F)c1	-13%	-7%	1%	?	?	-6%	-1	-22%	?	?	3%
Cc1nc(-c2ccccc2)sc1C(=O)Nc1ccccc1F	5%	?	.	13%	?	24%	-3	8%	26%	31%[activator]	4%
CCn1cc(C(=O)O)c(=O)c2cc(F)c(N3CCN(C(=S)NC(=O)c4cccc(C)c4)CC3)cc21	-3%	?	0%	-4%	1%	-3%	-13	35%	?	.	-4%

Next records follow:
SMILES	ELG1 genotoxic	Gal4-VP16 FLuc	PKM2 act	p53 reactivator	FLuc modulator	Rab9 prom act	Giardia kill	BRCA1 expr act	RORg inh	Menin MLL FP TR	NPC1 prom act
Cc1cccc(NC(=O)N2CCN(Cc3ccc(Cl)cc3)CC2)c1	-8%	-1%	18%	-2%	0%	5%	17	-2%	?	0%	3%
O=C(CSc1ccc(-c2ccccc2)nn1)NCc1ccco1	1%	-7%	-12%	9%	-13%	-1%	7	-24%	?	-7%	4%
CO/N=C/c1ccc(Oc2ccc([N+](=O)[O-])cc2[N+](=O)[O-])c(OC)c1	12%	-4%	14%	?	-13%	7%	13	-67%	-5%	-1%	7%
COc1cc(C(=O)Nc2cccc(C(C)=O)c2)cc(OC)c1OC	1%	10%	0%	-3%	-24%	-3%	-15	-13%	6%	-11%	-2%
COc1ccccc1OCC(=O)N1CCCC(Nc2cccc(F)c2)C1 (configuration not stated)	-7%	-9%	0%	5%	-1%	5%	8	15%	26%	-3%	4%
CC(c1cccnc1)N(C(=O)Nc1ccccc1)C1CCCCC1 (configuration not stated)	5%	7%	0%	18%	4%	-1%	-10	40%	17%	-1%[11.7 µM]	-2%
COCc1nnc(NC(=O)c2cccc(NC(=O)c3ccccc3)c2)s1	-1%	-11%	-1%	-7%	19µM*	16%	6	49%	6%	8%	13%
CN(C)CCCN(C(=O)c1ccc(S(=O)(=O)N2CCCCCC2)cc1)c1nc2cc3c(cc2s1)OCCO3	?	.	.	4%	4%	0%	-4	17%	.	.	4%
O=C(OCC(=O)N1CCC(Cc2ccccc2)CC1)c1ccc(CO)cc1	0%	.	.	1%	6%	-7%	-11	-33%	.	.	-5%
COc1cccc(NC(=O)CSc2nnc(Cn3cnc([N+](=O)[O-])n3)n2C)c1	-4%	19%	1%	-3%	6%	1%	-16	-7%	-20%	0%	2%
CC(=NCCN1CCNCC1)C1=C(O)CC(C)(C)CC1=O	2%	-1%	-3%	5%	0%	16%	9	8%	-12%	11%	3%
CCOC(=O)C(C)Sc1nnc2n1C(C)(C)Cc1ccccc1-2 (configuration not stated)	0%	-1%	0%	-4%	-1%	-2%	-9	3%	?	-8%	-1%
CCN(CC)c1nc(Nc2ccc(Cl)cc2)nc(OCC#N)n1	0%	-7%	-4%	-1%	-2%	-1%	-1	-1%	37%	?	0%
COc1ccc(OC)c(CC(NC(C)=O)C(=O)NC2CCN(c3cc(C)nc4ncnn34)CC2)c1 (configuration not stated)	0%	-11%	0%	1%	-2%	-7%	.	.	-22%	0%	-6%

Bioassay records deposited in PubChem BioAssay by National Center for Advancing Translational Sciences (NCATS).
